High-throughput results from PubChem.
B2AR arrestin ag = ADRB2 beta-arrestin recruitment; Potency, µM (series often up to 46.1 µM), for inactives: at the top dose activation, actives largely listed as activators; 44,000 tested, under 10 active; P07550; HTLA Tango cells, beta-arrestin recruitment, luciferase luminescence, 18 h;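 also: potency is read from the fitted curve at half-maximal effect; 0% = DMSO and full agonism = EC100 isoproterenol or metaproterenol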
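Ligand-induced beta-arrestin recruitment to recombinant beta2-AR is measured via a tTA-driven luciferase reporter in Tango cells after 18 hr compound exposure at 37 degrees C. Concentrations span up to 46 microM.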
p53null 32C tox = p53 null cell cytotoxicity, permissive temperature | Potency, µM (top dose mostly 46.1 µM), without a hit: at the top dose activity change, negative = cytotoxicity, usual class: cytotoxic | H1299-neo p53 null cells, ATP luminescence, 24 h, 32C | 55,000 tested, 0.62% active | AID 903;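 also: potency is read from the fitted curve at half-maximal effect; 0% = DMSO only and -100% = full killing by 100 µM tamoxifen; nearly all actives have a fitted effect of over 55% in size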
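H1299-neo, 600 cells/well; overnight 37C; cpd up to 46 uM, 24 h at 32C; ATPlite luminescence after 20 min RT; normalized to DMSO (0%) and tamoxifen 100 uM (100% kill); Hill-fit AC50.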
GALK inh = GALK (human) enzyme inhibition; Potency, µM (titrated, usually from 57.5 µM), for the others: at the highest dose activity, negative = inhibition, actives largely listed as inhibitors; 44,000 tested, under 10 active; AID 1347072; recombinant GALK, Kinase-Glo ATP luminescence, 1 h;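 also: plate controls were full GALK reaction for no effect and reaction lacking GALK for full effect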
Target sequence (P51570 whole entry, looked up): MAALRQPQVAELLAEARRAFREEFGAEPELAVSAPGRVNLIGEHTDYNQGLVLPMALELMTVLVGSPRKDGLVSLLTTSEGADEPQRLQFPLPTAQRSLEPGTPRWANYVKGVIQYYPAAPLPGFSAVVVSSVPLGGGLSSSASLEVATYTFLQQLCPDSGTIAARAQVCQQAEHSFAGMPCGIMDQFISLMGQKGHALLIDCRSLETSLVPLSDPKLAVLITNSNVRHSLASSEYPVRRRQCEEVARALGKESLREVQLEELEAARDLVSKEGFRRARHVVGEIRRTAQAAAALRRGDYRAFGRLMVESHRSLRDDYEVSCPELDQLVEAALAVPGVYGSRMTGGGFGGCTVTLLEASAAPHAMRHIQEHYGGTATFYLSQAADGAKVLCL
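Compounds were pinned into ATP buffer, then GALK-galactose mix was added (final 5 nM enzyme, 35 uM ATP, 100 uM galactose, pH 8.0). After 1 h at room temperature, Kinase-Glo Plus was added and luminescence read.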
p53null 39C tox = selectivity test: cytotoxicity in p53 null cells, nonpermissive temperature; H1299 p53-null (neo) cells, 39C, ATPlite viability, 24 h; Potency, µM (doses to about 46.1 µM), inactives show at the top dose activity, negative = cell killing, usual class: cytotoxic; 55,000 tested, 0.97% active;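 also: potency is read from the fitted curve at half-maximal effect; 0% = DMSO only and -100% = full killing by 100 µM tamoxifen; nearly all actives have a fitted effect of over 50% in size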
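Cells seeded at 600/well, 37C overnight. Compound added (up to 46 uM), plates shifted to 39C for 24 hr. ATPlite added, luminescence read after 20 min at room temperature.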
NTMT1 inhibitor = blocks human N-terminal methyltransferase 1 activity. Q9BV86. NTMT1 MTase-Glo SAH luminescence, purified enzyme. Potency, µM (doses to about 114 µM), inactives show at the top dose activity change, negative = inhibition, actives largely listed as inhibitors. 59,000 tested, 2.5% active;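 also: potency is read from the fitted curve at half-maximal effect; plate controls were DMSO vehicle for no effect and no enzyme for full effect; nearly all actives have a fitted effect of over 65% in size; many of its hits are not listed in these tables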
FH mod = Identification of activators of human fumarate hydratase by quantitative high-throughput screening | Fumarate hydratase, mitochondrial (Homo sapiens), P07954 | FH coupled MDH/diaphorase resazurin fluorescence, 15 min | Potency, µM (titrated, usually from 79.9 µM), inactives show top-dose activity change, negative = inhibition, usual class: inhibitors | 54,000 tested, 0.22% active | AID 1347055, 2019; also: potency is read from the fitted curve at half-maximal effect; % is scaled to controls: 0 for no effect and ±100 for the full control effect; the screen sought activators but most active calls are inhibition curves; nearly all actives have a fitted effect of over 45% in size
Target sequence (P07954 whole entry, looked up): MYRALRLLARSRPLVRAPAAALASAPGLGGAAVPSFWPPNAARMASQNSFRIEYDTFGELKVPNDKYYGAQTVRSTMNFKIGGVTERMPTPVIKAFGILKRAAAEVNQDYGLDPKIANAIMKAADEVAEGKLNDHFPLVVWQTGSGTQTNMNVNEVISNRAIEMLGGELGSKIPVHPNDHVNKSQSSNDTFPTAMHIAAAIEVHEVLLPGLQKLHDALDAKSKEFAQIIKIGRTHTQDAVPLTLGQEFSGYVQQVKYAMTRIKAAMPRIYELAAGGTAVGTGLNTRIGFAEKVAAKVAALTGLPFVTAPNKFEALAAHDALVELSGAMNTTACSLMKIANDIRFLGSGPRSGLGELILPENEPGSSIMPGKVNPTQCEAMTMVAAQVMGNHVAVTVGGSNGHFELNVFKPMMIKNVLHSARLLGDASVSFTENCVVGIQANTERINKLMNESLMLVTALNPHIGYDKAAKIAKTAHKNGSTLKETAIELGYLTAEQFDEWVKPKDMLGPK
PTAP-TSG101 blk = inhibitors of HIV-1 PTAP binding to human TSG101, validation; Potency, µM (series often up to 115 µM), for the others: at the highest dose activity change, negative = inhibition, actives largely listed as inhibitors; 44,000 tested, under 10 active; AID 1347069; Fluorescence polarization, FITC-PTAP peptide/Tsg101, 20 min; also: potency is read from the fitted curve at half-maximal effect; 0% is about no effect
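Read-out is FITC fluorescence polarization. Compounds were added to Tsg101 binding domain (10 uM final), then FITC-PTAP peptide (50 nM final), 20 min at r.t. Total S+P intensity flags fluorescent compounds.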
* = called active by the depositor; ? = inconclusive; nt = not tested or not shown; [ ] = remark or other dose. Calls follow the shape of the dose curve; as a rule, active = well fitted curve in the direction sought with a large enough effect; inconclusive = small, poorly fitted or top-dose-only effect, or another doubt; inactive = no such curve, though single readings can be large; an effect the other way counts as inactive or inconclusive. Not all compounds are listed. The share of hits here may be higher or lower than overall.

compound	B2AR arrestin ag	p53null 32C tox	GALK inh	p53null 39C tox	NTMT1 inhibitor	FH mod	PTAP-TSG101 blk
O=C(c1ccc(Br)cc1)N(Cc1cccs1)c1ccc(F)cc1	-4%	20%	2%	-16%	-8%	-12%	0%
Cc1nc(N2CCOCC2)c2c(C(=O)N3CCN(c4ccccc4F)CC3)c(C)oc2n1	-1%	-2%	1%	-13%	3%	0%	1%
CCOc1cc2[nH]c(=O)n(CCCCC(=O)N3CCN(c4cccc(Cl)c4)CC3)c(=O)c2cc1OCC	-3%	-14%	1%	4%	7%	-8%	-6%
CC(NC(=O)c1ccc2nc(CCc3ccccc3)oc2c1)c1ccccc1 (configuration not stated)	1%	-1%	-7%	7%	8%	-5%	0%
CCc1cc2c(cc3c(=O)n(CC(=O)N4CCN(c5cc(Cl)ccc5C)CC4)nc(CC)n32)s1	0%	0%	-12%	-7%	4%	-6%	2%
Cc1cccc(NC(=O)c2ccc(F)c(S(=O)(=O)N(C)C3CCCCC3)c2)c1	0%	7%	-1%	-5%	2%	-22%	1%
CCOc1ccc(CCNC(=O)CN2CCN(Cc3ccc(Cl)cc3)C2=O)cc1OCC	0%	3%	4%	-19%	-3%	-16%	-1%
Cc1oc2ccc(O)c(CN3CCN(Cc4ccccc4)CC3)c2c1C(=O)Nc1cccc(Cl)c1C	?	1%	9%	-2%	-21%	-18%	-1%
Cc1ccc(CCNC(=O)Cn2c(-c3cccs3)cc3cc(F)ccc32)cc1	-1%	3%	8%	6%	-5%	3%	-1%
Cc1nnc(N2CCN(C(=O)Nc3cccc(C(F)(F)F)c3)CC2)c2nn(-c3ccccc3)c(C)c12	1%	5%	2%	1%	-2%	-5%	8%
O=C(NCC(c1ccco1)S(=O)(=O)c1cccs1)c1ccc(Cl)cc1 (configuration not stated)	?	5%	-1%	3%	6%	5%	3%
Cn1c(=O)n(Cc2ccccc2)c(=O)c2c1nc1n2CCN1c1ccccc1	1%	2%	-1%	-7%	2%	8%	-6%
Cc1ccc(CNC(=O)C2CCN(c3ncnc4c3nc3n4CCCCC3)CC2)cc1	-1%	1%	4%	-10%	-7%	17%	0%
COc1ccc2[nH]cc(CCN=C(NC(=O)c3ccccc3F)Nc3nc(C)cc(C)n3)c2c1	1%	6%[9.22 µM]	9%	-19%	17%	-31%	5%
Cc1c(C)n(Cc2ccccc2)c2ccc(C(=O)NCc3ccccc3F)cc12	2%	20%	-1%	-8%	8%	?	-2%
Cc1cc(C)cc(NC(=O)Cn2c(=O)n(-c3ccc(C)c(C)c3)c(=O)c3oc4ccccc4c32)c1	3%	8%	0%	21%	24%	-5%	8%
CCN(CC)CCCNC(=O)c1cn(C)c2ccc(S(=O)(=O)N3CCOCC3)cc2c1=O	6%	-2%	9%	-6%	-1%	1%	-2%
O=C1CC(c2nc(-c3cccc(Cl)c3)no2)CN1c1ccc2c(c1)OCCO2 (configuration not stated)	0%	24%	-1%	-2%	0%	?	2%
O=C(Nc1ccc2oc(-c3cc(Br)ccc3Cl)nc2c1)c1ccc2ccccc2c1	0%	-9%	-1%	?	?	-28%	-1%
COc1cccc(CNc2ncnc3c2nnn3C)c1	-2%	2%	1%	18%	-11%	-11%	-2%

3 of the compounds above, with each value named.
Cc1nc(N2CCOCC2)c2c(C(=O)N3CCN(c4ccccc4F)CC3)c(C)oc2n1
  B2AR arrestin ag: -1%; p53null 32C tox: -2%; GALK inh: 1%; p53null 39C tox: -13%; NTMT1 inhibitor: 3%; FH mod: 0%; PTAP-TSG101 blk: 1%

CCOc1cc2[nH]c(=O)n(CCCCC(=O)N3CCN(c4cccc(Cl)c4)CC3)c(=O)c2cc1OCC
  B2AR arrestin ag: -3%; p53null 32C tox: -14%; GALK inh: 1%; p53null 39C tox: 4%; NTMT1 inhibitor: 7%; FH mod: -8%; PTAP-TSG101 blk: -6%

CC(NC(=O)c1ccc2nc(CCc3ccccc3)oc2c1)c1ccccc1 (configuration not stated)
  B2AR arrestin ag: 1%; p53null 32C tox: -1%; GALK inh: -7%; p53null 39C tox: 7%; NTMT1 inhibitor: 8%; FH mod: -5%; PTAP-TSG101 blk: 0%

Continuation:
compound	B2AR arrestin ag	p53null 32C tox	GALK inh	p53null 39C tox	NTMT1 inhibitor	FH mod	PTAP-TSG101 blk
CCc1ccc(-n2nc(CO)c(C(=O)NCCCc3ccccc3)n2)cc1	0%	-4%	0%	-5%	-1%	2%	7%
COc1ccc2c(C)c(CCC(=O)NCc3ccc(OC)c(OC)c3)c(=O)oc2c1	1%	-4%	4%	2%	nt	nt	-1%
Cc1ccc(-c2nc(S(=O)(=O)c3ccc(C)cc3)c(N3CCN(c4ccccc4)CC3)o2)cc1	-1%	-4%	4%	-2%	3%	-16%	1%
Cc1ccc(Cn2c(CO)cnc2SCC(=O)Nc2ccc(C)c(Cl)c2)cc1	0%	34%[activator]	-3%	?	-1%	?	3%
COc1ccccc1CNC(=O)CSCc1nc(-c2ccc(OC)c(OC)c2)oc1C	-2%	-8%	9%	-11%	-8%	-3%	-1%
CCOC(=O)c1c(Nc2cccc(C(=O)OC)c2)nnc(-c2ccccc2)c1-c1ccccc1	1%	14%	0%	?	13%	-6%	-1%
NC(=O)c1ccc(NC(=O)C2CCN(S(=O)(=O)Cc3ccccc3)CC2)cc1	-3%	-7%	2%	1%	nt	nt	-10%
Cc1ccc(S(=O)(=O)c2nnn(-c3ccc(F)c(Cl)c3)c2N)cc1	2%	8%	1%	0%	6%	-2%	0%
CCOC(=O)c1[nH]c2c(c1Cc1ccccc1)C(=O)CC(c1ccc(C(C)(C)C)cc1)C2 (configuration not stated)	0%	11%	2%	6%	12%	-25%	3%
COc1ccccc1Nc1ncc(C(=O)Nc2ccc(OC)c(OC)c2)c2ccccc12	0%	-4%	3%	3%	-17%	-7%	-1%
CN1CC(=O)N(CC(=O)Nc2cccc(C#N)c2)c2ccccc2C1=O	-1%	-3%	-3%	8%	7%	7%	-11%
Cc1ccc(C(=O)c2oc3ccccc3c2NC(=O)c2cc(-c3ccccc3)on2)cc1	-3%	-2%	0%	17%	1%	-1%	-3%
CCc1ccccc1NC(=O)c1c(NC(=O)c2ccccc2)sc2c1CCCC2	0%	6%	1%	-7%	-3%	2%	0%
COc1ccccc1NC(=O)c1cc(S(=O)(=O)N2CCc3ccccc32)ccc1F	-1%	-6%	1%	23%	11%	-8%	0%
O=C(Cn1ccc2cc(S(=O)(=O)N3CCCCCC3)ccc21)NCCc1ccccc1Cl	0%	-10%	-1%	-3%	-2%	-4%	7%
CCC(=O)N1CCc2cc(Br)cc(S(=O)(=O)CCC(=O)N(CC)Cc3ccccc3)c21	1%	1%	1%	-26%	-5%	0%	-1%
CC(C)(C)c1ccc(C(=O)Nc2ccc(C(=O)OCc3cc(=O)n4ccsc4n3)cc2)cc1	1%	?	1%	2µM*	-22%	-10%	-5%
CCCCCn1c(=O)[nH]c2cc(C(=O)NCc3ccc(F)cc3)ccc2c1=O	0%	-1%	4%	-7%	?	-3%	1%
CCOc1ccc(NC(=O)C(=O)NCCc2csc(-c3ccc(C(F)(F)F)cc3)n2)cc1	-1%	8%	4%	69%[activator]	6%	0%	-3%
CC(C)CCNc1nc2c(-c3ccccc3)nnn2c2ccccc12	0%	-9%	7%	-6%	-2%	-14%	-2%
CCc1ccc(NC(=O)C2CCCN(c3nn4cc(-c5ccc(OC)cc5)nc4s3)C2)cc1 (configuration not stated)	0%	-4%	6%	-8%	4%	-13%	-7%
COc1ccccc1-c1c(C)nn2c(-c3ccccc3)cc(-c3ccccc3)nc12	-2%	-1%	4%	-22%	-1%	-3%	8%
CCOc1ccc(NCc2cccn2-c2nnc(N3CCC(C(=O)NC(C)c4ccccc4)CC3)s2)cc1 (configuration not stated)	1%	-5%	-10%	-18%	4%	-15%	1%
Nc1c(C(=O)Nc2ccc(C(=O)O)cc2)sc2nc3c(cc12)CCCC3	-2%	?	?	?	25µM*	-18%	-9%
Cc1cc([N+](=O)[O-])ccc1NC(c1nnc(-c2ccccc2)o1)c1ccccc1F (configuration not stated)	3%	5%	2%	-10%	-8%	?	0%
Cc1cccc(N2CCN(C(=O)c3sc4nc5n(c(=O)c4c3C)CCC5)CC2C)c1 (configuration not stated)	1%	-9%	2%	-17%	-4%	22%	0%
CCc1ccc(NC(=O)Cn2c(=O)n(CCCC(=O)NCc3ccc4c(c3)OCO4)c(=O)c3ccccc32)cc1	0%	-15%	2%	?	12%	-2%	1%
COc1ccc(S(=O)(=O)NCC(c2ccc(N(C)C)cc2)N2CCc3ccccc32)cc1F (configuration not stated)	0%	-6%	-5%	-11%	-12%	-24%	0%
Cc1cccc(C)c1NC(=O)CCSc1nc(-c2ccc3c(c2)OCO3)cc(C(F)(F)F)n1	0%	-10%	5%	-23%	4%	-7%	1%
CCc1ccccc1NC(=O)c1cnc2sc(N3CCCC3)nn2c1=O	0%	-13%	2%	-4%	0%	8%	-5%
COCCCNC(=O)Cn1c(=O)n(-c2cccc(C)c2)c(=O)c2c3c(sc21)CN(C(C)=O)CC3	-1%	4%	-1%	-12%	-20%	8%	-4%
CCN(C(=O)Cn1cnc2onc(-c3ccc(F)cc3)c2c1=O)c1ccc(OC)cc1	2%	7%	0%	-4%	6%	-24%	-4%
CCCSc1ncc(Cl)c(C(=O)Nc2nc3ccc(OCC)cc3s2)n1	-1%	9%	4%	5%	11%	-15%	-2%
COc1ccc(NC(=O)C(c2ccccc2)N2Cc3ccccc3C2=O)cc1 (configuration not stated)	6%	-14%	4%	0%	-3%	-21%	1%
COc1cc(NC(=O)C2CCCN(S(=O)(=O)c3cn(C)cn3)C2)cc(OC)c1 (configuration not stated)	0%	-2%	-3%	7%	5%	1%	-5%
COc1ccc(S(=O)(=O)Nc2ccc3c(c2)CCCN3S(=O)(=O)c2ccc(C)cc2)cc1F	-1%	14%	0%	62%[activator]	1%	-23%	1%
CCn1c2c(c(=O)n3ncc(C(=O)Nc4ccc(F)cc4Cl)c13)CN(Cc1ccc(OC)cc1)CC2	-1%	1%	-1%	7%	-14%	-5%	0%
Cn1nc(-c2ccccc2F)c2cc(C(=O)Nc3cc(F)ccc3F)sc21	1%	?	5%	4%	16%	-1%	2%
CCOc1ccc(-c2nc(Cn3c(=O)cc(C)c4c(C)nn(-c5ccccc5)c43)c(C)o2)cc1	0%	-1%	-1%	-2%	-5%	3%	-5%
CCOC(=O)COc1ccc(CC)cc1C(=O)c1ccn2nc(-c3ccc(F)cc3)cc2n1	0%	nt	9%	nt	6%	-9%	-3%
Cn1c(=O)c2nc(SCC(=O)Nc3ccc(Cl)c(Cl)c3)n(C)c2n(C)c1=O	-3%	-19%	0%	10%	-24%	-9%	1%
